TAG inh – reduces triacylglycerol accumulation in H9c2 cells | Nile Red lipid (TAG) fluorescence; cells loaded with 200 µM oleic acid | inhibition, % at 12.5 µM | 0.66% of 230,000 active | AID 651582;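 active = pattern-corrected inhibition of lipid staining of at least 50% with the nuclear-stain viability signal not falling by more than 50%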;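 also: 0% = DMSO wells and 100% = triacsin C control wells; some results filed as inactive read as strong as hits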
TAG inh DAPI viability – also measured in TAG inh; calls as there; DAPI nuclei signal change (viability), lower = more cytotoxic, %;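 whole-well DAPI fluorescence read on a plate reader as a viability signal; minus 50 percent equals half of cells still viable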
Active calls of the source: *; & = joins results of further samples.

The line under a structure holds: TAG inh, TAG inh DAPI viability
1: CCc1cccc(NC(=S)N(CCOC)C(C)c2ccco2)c1 (stereo not given)
  6, -12
2: COc1ccc(C(=O)CN2C(=O)COc3ccccc32)cc1
  7, -1
3: Cc1ccc[n+](/C(C(=S)NCc2ccco2)=C(/[O-])c2ccccc2Cl)c1
  -21, -8
4: CCOC(=O)N1CCN(S(=O)(=O)c2ccc(C(=O)N(CCN(C)C)c3nc4ccc(Cl)cc4s3)cc2)CC1
  14, -2
5: O=Cc1c(N2CCOCC2)nc2ccccn2c1=O
  6, -8
6: CC(=O)NC(CSC(CC(=O)c1ccco1)c1ccc(C)cc1)C(=O)O (stereo not given)
  -4, 2
7: C[C@@H]1CN([C@H](C)CO)C(=O)CCCn2nncc2CO[C@@H]1CN(C)C(=O)c1ccncc1
  0, 5
8: C=C(Br)Cn1c(CC)nc2ccccc21
  -2, -1
9: CSc1nc(-c2ccc(Cl)cc2)nn1S(=O)(=O)c1ccccc1
  0, -1
10: CCCN(CCC)C(=O)c1cc2c(=O)[nH]c3ccc(C)cc3c2s1
  8, 19
11: O=C(Nc1cccnc1)c1cc([N+](=O)[O-])ccc1Cl
  12, 1
12: O=C(COc1ccccc1)OCC(=O)c1c[nH]c2ccccc12
  9, 2
13: COc1ccccc1-c1cc(C(=O)N/N=C/c2sccc2C)c2ccccc2n1
  -17, -2
14: COC(=O)c1ccc(NC(=O)Nc2ccc(OC)cc2)cc1
  12, 10
15: N[C@@H](Cc1ccc(O)cc1)c1nnc([C@H](CO)NC(=O)C2CCNCC2)o1
  0, 5
16: Cc1cc(C)c(NC(=O)C(=O)NCc2ccco2)c(C)c1
  -3, 8
17: Nc1nc(SCC(=O)Nc2cccc([N+](=O)[O-])c2)n[nH]1
  3, 7
18: O=C(CCc1nnc(-c2ccc3c(c2)OCO3)o1)NC(c1cccnc1)C(F)(F)F (stereo not given)
  1, 10
19: COC(=O)[C@]1(C)CCC[C@@]2(C)C3CC[C@@]4(C)C[C@]3(CCC21)CC4=NO (stereo not given in full)
  -13, 2
20: CCN(CC)CCCN(Cc1cc2cc(OC)ccc2[nH]c1=O)C(=O)Nc1ccc(F)cc1
  13, 14
21: O=C(Nc1ccc(Cl)cc1)c1nc[nH]c1C(=O)N1CCN(c2ccccc2)CC1
  -15, 3
22: Clc1ccc(OCc2nn3c(-c4ccco4)nnc3s2)c(Cl)c1
  2, 12
23: CC(=O)c1ccc(S(=O)(=O)N2CCN(C(C)C(=O)N(C)Cc3ccccc3)CC2)cc1 (stereo not given)
  -15, 2
24: CCN(CC)CCCn1c2c(c(SCC(=O)Nc3ccc4c(c3)OCCO4)nc1=O)CCC2
  31, -9
25: Cc1cccc(C(=O)Nc2ccccc2C(=O)Nc2ccc(C(=O)O)cc2)c1
  -10, 7
26: CC1=CC(=O)c2ccccc2C1=O
  -2&-3, -9&3
27: Cc1ccc(C(=O)OCC(=O)NCc2cc(C)c(O)c(C)c2)cc1S(=O)(=O)N1CCCCC1
  -20, -1
28: Cc1cc(C)n(-c2nc(-c3cccc(Cl)c3)cs2)n1
  -10, -6
29: Cc1ccc(OCCNC(=O)C2CC(=O)N(Cc3ccccc3)C2)cc1 (stereo not given)
  -7, 2
30: O=C(c1ccc(NC2=NC3CS(=O)(=O)CC3S2)cc1)N1CCN(c2ccccc2)CC1 (stereo not given)
  5, -1
31: CC(C)(C)/C=N/NC(=O)C1CC1
  -8, -2
32: COc1ccc(-c2nc(=S)c3ccc4ccccc4c3[nH]2)cc1
  45, -20
33: CCCCCCCCNC(=O)/C(C#N)=C/c1ccc(SC)cc1
  -7, 2
34: COCc1ccc(C(=O)N2CCCC(N(C)CCc3ccccc3)C2)s1 (stereo not given)
  18, -16
35: Cc1ccc(/C=N/NC(=O)c2cccnc2)s1
  2, -8
36: Cc1ccc(S(=O)(=O)N2[C@@H](c3ccccc3F)C(C(=O)O)=CC[C@H]2c2ccc(Cl)c(Cl)c2)cc1
  3, -4
37: CC(C)Oc1cccc(C(=O)N/N=C/c2coc3ccccc3c2=O)c1
  7, -8
38: COc1ccc(CN2C[C@@H](CO)O[C@@H](n3cnc4c(NCCO)ncnc43)C2)cc1
  14, -10
39: COc1cc([C@H]2OC[C@H]3[C@@H]2CO[C@H]3c2ccc(O)c(OC)c2)ccc1O
  -11, 4
40: CC(NC(=O)c1ccccc1F)C12CC3CC(CC(C3)C1)C2 (stereo not given)
  -6, -1
41: Cc1c(CCO)c(=O)n(C)n1C(=O)c1ccc(Cl)cc1
  7, -11
42: NC(=O)CC(NC(=O)Cc1cccc2ccccc12)c1ccc(N2CCC(Cc3ccccc3)CC2)c([N+](=O)[O-])c1 (stereo not given)
  -3, -9
43: COc1ccccc1C(=O)Oc1ccccc1C(=O)Nc1ccccc1
  8, -12
44: CCNCC(O)COCC(O)CNCC (stereo not given)
  -2, -2
45: Cc1noc(C)c1C(=O)N(CC(=O)Nc1ccccc1Br)Cc1ccco1
  -12, 1

17 compounds out of the list, ordered by molar mass, rising:
The line under a structure holds: TAG inh, TAG inh DAPI viability
31: CC(C)(C)/C=N/NC(=O)C1CC1
  -8, -2
26: CC1=CC(=O)c2ccccc2C1=O
  -2&-3, -9&3
44: CCNCC(O)COCC(O)CNCC (stereo not given)
  -2, -2
35: Cc1ccc(/C=N/NC(=O)c2cccnc2)s1
  2, -8
28: Cc1cc(C)n(-c2nc(-c3cccc(Cl)c3)cs2)n1
  -10, -6
41: Cc1c(CCO)c(=O)n(C)n1C(=O)c1ccc(Cl)cc1
  7, -11
32: COc1ccc(-c2nc(=S)c3ccc4ccccc4c3[nH]2)cc1
  45, -20
33: CCCCCCCCNC(=O)/C(C#N)=C/c1ccc(SC)cc1
  -7, 2
37: CC(C)Oc1cccc(C(=O)N/N=C/c2coc3ccccc3c2=O)c1
  7, -8
29: Cc1ccc(OCCNC(=O)C2CC(=O)N(Cc3ccccc3)C2)cc1 (stereo not given)
  -7, 2
39: COc1cc([C@H]2OC[C@H]3[C@@H]2CO[C@H]3c2ccc(O)c(OC)c2)ccc1O
  -11, 4
34: COCc1ccc(C(=O)N2CCCC(N(C)CCc3ccccc3)C2)s1 (stereo not given)
  18, -16
38: COc1ccc(CN2C[C@@H](CO)O[C@@H](n3cnc4c(NCCO)ncnc43)C2)cc1
  14, -10
45: Cc1noc(C)c1C(=O)N(CC(=O)Nc1ccccc1Br)Cc1ccco1
  -12, 1
30: O=C(c1ccc(NC2=NC3CS(=O)(=O)CC3S2)cc1)N1CCN(c2ccccc2)CC1 (stereo not given)
  5, -1
27: Cc1ccc(C(=O)OCC(=O)NCc2cc(C)c(O)c(C)c2)cc1S(=O)(=O)N1CCCCC1
  -20, -1
42: NC(=O)CC(NC(=O)Cc1cccc2ccccc12)c1ccc(N2CCC(Cc3ccccc3)CC2)c([N+](=O)[O-])c1 (stereo not given)
  -3, -9

Going on with the list.
The line under a structure holds: TAG inh, TAG inh DAPI viability
46: COc1ccc(C=NNC(=O)NN=Cc2ccc(OC)c(OC)c2)cc1OC
  6, -1
47: CCCCCCn1c(NCC)nc2c1c(=O)n(C)c(=O)n2C
  -29, -8
48: COc1ccc(CNC(=O)/C=C/c2ccc(OCCCF)cc2)cc1OC
  40, 7
49: Cc1cc(C)nc(N(C#N)Cc2ccccc2Cl)n1
  -4, -3
50: CCn1cc(Br)c(C(=O)NN)n1
  -5, -7
51: O=C(CCc1nc2ccccc2c(=O)[nH]1)N1CCN(S(=O)(=O)c2ccc(F)cc2)CC1
  1, -6
52: O=C(c1ccco1)N1CCN(C(c2cccs2)c2sc3ncnn3c2O)CC1 (stereo not given)
  3, -5
53: O=C(Cc1ccc(Cl)cc1Cl)OCC(=O)N1CCN(C(=O)c2ccco2)CC1
  -8, -12
54: COc1cccc(CNC(=O)COc2cccc3c2OC(C)(C)C3)c1
  -2, 5
55: COc1ccc(C(=O)c2no[n+]([O-])c2C(=O)c2ccc(OC)cc2)cc1
  54*, -27*
56: CCN(CC(=O)NC(C)C)C(=O)Cc1ccc(C)c(C)c1
  -3, 3
57: CCCNC(=O)C1(C)CCN(Cc2ccc(OCc3ccccc3)cc2)C1 (stereo not given)
  5, 12
58: Nc1nc(N2CCCCC2)c(C=O)c(N2CCCCC2)n1
  -4, -4
59: COc1cc(NC(=O)c2ccccc2F)c(OC)cc1NC(=O)CN1CCOCC1
  -8, 6
60: COc1ccc(-n2nc(C(=O)NCC(=O)NCC3CCCO3)c3ccccc3c2=O)c(OC)c1 (stereo not given)
  -4, -2
61: O=C1c2ccccc2C(=O)c2c1cccc2N1CCN(Cc2ccccc2)CC1
  114*, 4.1*
62: N#CC1(Nc2ccc(Br)cc2)CCCC1
  -5, 6
63: O=C1c2ccccc2NC2(CCCC2)N1N=C1CCCC1
  -6, -2
64: O=C(O)c1ccc(NCc2nc3ccccc3n2CCOc2ccccc2Cl)cc1
  8, -11
65: CCC(=O)Nc1nnc(C)s1
  21, -12
66: O=C(NCCC(=O)N(Cc1ccco1)Cc1cccs1)c1ccc(Br)cc1
  10, -5
67: Cc1ccc(S(=O)(=O)NCCOCCNS(=O)(=O)c2ccc(C)cc2)cc1
  27, -17
68: CCCCn1c(N)c(N(CC(C)C)C(=O)c2cccc(S(=O)(=O)N3CCN(C)CC3)c2)c(=O)[nH]c1=O
  -5, -2
69: CC(OC(=O)CCCN=C1NS(=O)(=O)c2ccccc21)C(=O)NC1CCCCC1C (stereo not given)
  13, 7
70: CCN(C(=O)Cn1c(=O)oc2ccccc21)C1CCS(=O)(=O)C1 (stereo not given)
  -23, 2
71: N#Cc1nc(-c2cccs2)oc1NCc1ccc2c(c1)OCO2
  -9, 0
72: COc1ccc(C2CC(c3ccccc3)=NN2C(=O)COC(=O)c2cccc(N)c2)cc1 (stereo not given)
  11, 13
73: COc1ccc(Cc2nnc(NC(=O)c3ccc(F)cc3)s2)cc1OC
  -2, 2
74: CCN(CC)CCCNC(=O)C1CCCN(c2nnc(N3CCCC3=O)s2)C1 (stereo not given)
  3, 5
75: O=C1C=C(c2ccc(C(=O)O)c(Cl)c2)C[C@@H](c2ccc3c(c2)OCO3)C1
  2, 0
76: COc1ccc(S(=O)(=O)N2CCCCCC2)cc1C(=O)NCCc1ccccc1
  0, 13
77: COc1ccc(C[C@H]2CN3C(=NC[C@@H]3Cc3ccccc3)N2CCNC(=O)CCC2CCCCC2)cc1
  24, -14
78: COc1ccc(C)cc1NC(=O)CN1CCN(CC(=O)Nc2ccccc2F)CC1
  9, 0
79: O=C(NCCOc1ccccc1)C1CCN(C(=O)Nc2ccccc2)CC1
  6, 14
80: Cc1noc(C)c1COc1ccccc1C(=O)NNC(=O)c1ccccc1
  -5, -3
81: OC1C2(Cc3ccccc3)CN3CCN(C2)CC1(Cc1ccccc1)C3 (stereo not given)
  13, -6
82: O=C(COC(=O)C1COc2ccccc2O1)Nc1cccc(S(=O)(=O)N2CCCCC2)c1 (stereo not given)
  0, -4
83: CCC(=O)Nc1cccc(NC(=O)c2cccc([N+](=O)[O-])c2C)c1
  -10, -7
84: CN1CCN(c2nc3c(c(=O)[nH]c(=O)n3C)n2Cc2ccccc2)CC1
  1, -5
85: CCN1C(=O)c2cccc3c(NC(=O)c4ccc(S(=O)(=O)N(C)C)cc4)ccc1c23
  18, 4
86: Cc1ccc(NC(=O)c2cc(S(=O)(=O)N3CCCCC3)ccc2N2CCOCC2)cc1F
  20, 4
87: Cc1cccc(NS(=O)(=O)c2ccc(C)c(NS(=O)(=O)c3cccs3)c2)c1
  1, -2
88: CC(C)CC1C(=O)N(Cc2cn(CC3CCCCC3)nn2)CCS(=O)(=O)N1Cc1ccc(-c2cccc(CO)c2)cc1 (stereo not given)
  19, -2
89: COc1cc(S(=O)(=O)N2CCOCC2)ccc1N
  11, -15
90: COc1ccccc1-c1nnc(SCC(=O)Nc2ccc(N3CCOCC3)cc2)n1C
  1, -4
91: CC(C)CNC(=O)C1(C)CCCN1Cc1ccccc1OC(F)F (stereo not given)
  -5, 7
92: Nc1c(C(O)(C(F)(F)F)C(F)(F)F)cc(C(O)(C(F)(F)F)C(F)(F)F)c2ccccc12
  -11, -15
93: CN(C)c1ccc(S(=O)(=O)NCC(=O)N2CCN(S(=O)(=O)c3cccc(F)c3)CC2)cc1[N+](=O)[O-]
  17, -2
94: O=C1CC(c2ccco2)Cc2nc(N3CCN(Cc4ccc5c(c4)OCO5)CC3)ncc21 (stereo not given)
  3, -5
95: O=C(Cn1ncc2c1-c1ccccc1OC2)Nc1ccc(S(=O)(=O)N2CCCCC2)cc1
  6, -25
96: O=C(Cn1cnc2c(cnn2-c2ccc(F)cc2)c1=O)NCCc1ccccc1
  1, -6
97: COc1ccc(S(=O)(=O)Nc2cccc3c2O[C@H](CN(C)C(=O)NC2CCCCC2)[C@@H](C)CN([C@H](C)CO)C3=O)cc1
  -9, -9
98: Cc1ccc(C(=O)Nc2cccc(S(=O)(=O)N3CCCCC3)c2)cc1[N+](=O)[O-]
  2, -5
99: CN(C(=O)Cn1nnc(-c2ccccc2)n1)C1CCS(=O)(=O)C1 (stereo not given)
  -12, 0
100: CCS(=O)(=O)C(=C1NCCO1)S(=O)(=O)CC
  3, -6
101: CC(C(=O)NC(=O)NCc1ccccc1)N1C(=O)c2ccccc2C1=O (stereo not given)
  1, -6
102: COc1ccc(NC(=O)c2ccc(NC3CC(=O)N(c4ccc(C)cc4C)C3=O)cc2)cc1 (stereo not given)
  1, 1
103: C=CCOn1c(C)c(C(C)=O)c2c3nonc3ccc21
  -14, 3
104: Cc1ccc(-c2cccc(C(=O)NCc3ccccc3)n2)c2ccccc12
  -27, -8
105: CCOC(=O)NC(=O)CSc1ccc(S(=O)(=O)N2CCCCC2)cn1
  -10, -15

Next records
The line under a structure holds: TAG inh, TAG inh DAPI viability
106: COC(=O)c1cc(=O)n(CCc2ccccc2F)c(=Nc2ccc(F)c(Cl)c2)s1
  1, -47
107: CCS(=O)(=O)c1nc2ccccc2n1CC(=O)N1CCOCC1
  -17, 4
108: Cn1cc(Br)c(C(=O)N2CCN(c3cccc(Cl)c3)CC2)n1
  9, -3
109: CC(C)(CO)NC(=O)Nc1ccc(Cl)c(Cl)c1
  5, -5

Compound activity deposited in PubChem by Sanford-Burnham Center for Chemical Genomics.

Only part of the results is shown, so the mix of outcomes need not match the whole.
